# NOD1 inhibition: NOD1 signaling inhibitors, primary screen, cell-based, luminescence, uHTS (AID 1578) | NOD1-driven NF-kB luciferase reporter cells, luminescence; higher % means a stronger effect | one-dose inhibition, % at 4 µM; EC50 in µM for titrated hits | actives 1% (n = 290,000); in the data active means inhibition mostly above about 36%, no sharp cut-off; inactive means mostly below about 34%;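 further: HEK-293T reporter cells stimulated with the NOD1 agonist gamma-tri-DAP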
# KOR beta-arrestin-1: KOR agonists, beta-arrestin recruitment, primary screen, cell-based, luminescence, uHTS (AID 1777). KOR beta-arrestin recruitment, luminescence; higher % means a stronger effect. Kappa-type opioid receptor (Homo sapiens). actives 0.02% (n = 280,000). activation, % at 10 µM; hits with a dose series show EC50 in µM; in the data active means activation above about 50%, passing the limit was not always enough; further: a part of the inactive calls stands beside numbers as strong as those of hits
# LYP phosphatase: inhibitors of LYP phosphatase, biochemical, fluorescence intensity, uHTS (AID 1779); Tyrosine-protein phosphatase non-receptor type 22 (Homo sapiens); recombinant LYP phosphatase, fluorescence intensity; higher % means a stronger effect; one-dose inhibition, % at 11.5 µM; IC50 in µM for titrated hits; actives 0.054% (n = 290,000);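 further: plate controls were vehicle with enzyme for no effect and no enzyme for full effect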
# PhoP inhibition: inhibitors of PhoP regulon expression, primary screen, Salmonella Typhimurium, GFP reporter (AID 1863); S. Typhimurium PhoP-regulated promoter GFP reporter, 4 h; higher % means a stronger effect; inhibition, % at 50 µM; hits with a dose series show IC50 in µM; actives 0.16% (n = 300,000);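 active means inhibition over 29.93%, a cutoff 3 SD above the screen mean, later confirmed by dose response; inconclusive means inhibition over 29.93% but no dose response follow-up; inactive means inhibition at most 29.93% or unconfirmed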;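 further: 0% = low Mg2+ inducing control and 100% = high Mg2+ repressing control; strong numbers were not always called active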
# KOR beta-arrestin-2: KOR antagonists, beta-arrestin recruitment, cell-based, luminescence, uHTS (AID 1778). Kappa-type opioid receptor (Homo sapiens). KOR beta-arrestin recruitment, luminescence, antagonist mode; higher % means a stronger effect. inhibition, % at 10 µM; hits with a dose series show IC50 in µM. actives 0.091% (n = 290,000); further: strong numbers were not always called active
# HIV peptide binding: inhibitors of HIV fusion peptide binding, primary screen, biochemical, uHTS, fluorescence dequenching (AID 1986); cell-free peptide binding, fluorescence dequenching, 30 min; higher % means a stronger effect; one-dose inhibition, % at 20 µM; IC50 in µM for titrated hits; actives 0.3% (n = 290,000); in the data active means inhibition mostly above about 52%, no sharp cut-off; inactive means mostly below about 76%; further: some results filed as inactive read as strong as hits
# SIAH1 antagonists: Siah-1 peptide-binding antagonists, primary screen, biochemical, fluorescence polarization, rhodamine-plectin, uHTS (AID 1817). displacement, % at 20 µM, or IC50 in µM where a hit was titrated. actives 0.02% (n = 290,000). Siah-1 / rhodamine-plectin peptide fluorescence polarization; higher % means a stronger effect. E3 ubiquitin-protein ligase SIAH1 (Homo sapiens);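 active means displacement of at least 50% at 20 µM, with a fluorescence ratio check between 0.3 and a set limit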;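 further: plate controls were Siah plus tracer with DMSO for no effect and tracer alone without Siah for full effect; strong numbers were not always called active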
# HEK293 NOD2/NF-kB: NOD2 signaling inhibitors, cell-based, luminescence, uHTS, HEK293 (AID 1566) | HEK293 NOD2/NF-kB luciferase reporter, luminescence; higher % means a stronger effect | inhibition, % at 4 µM, or EC50 in µM where a hit was titrated | actives 0.63% (n = 290,000); further: many of its hits are not listed in these tables
# Myeloid diff 2: induction of myeloid progenitor differentiation, primary screen, cell-based, flow cytometry, MLPCN library. ER-HoxA9 myeloid progenitors, lysozyme-GFP differentiation. calls only at 10 µM. actives 1% (n = 360,000). AID 624256, 2012;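 active means normalized GFP-positive differentiation at or above the plate's own cutoff, the solvent-only control mean plus 3 SD; inconclusive means no clear call, values can overlap the other calls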;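 further: cells exposed to compound for four days before flow analysis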
# Myeloid diff 2 GFP+ MAC1+ %: further read-out of Myeloid diff 2, marked with its call; GFP+ MAC1+ double positive, %; measured here: differentiation confirmed by MAC1 staining
# Numbers without * were called inactive; i = inactive; ? = inconclusive; . = not tested or not shown; [ ] = dose if it differs, or a comment. Unless noted, no stated cut-off is given here; in the data, active means inhibition above about 50%; inactive means the rest. A portion of the library; the hit share may differ from the screen's.
molecule | LYP phosphatase | HEK293 NOD2/NF-kB | SIAH1 antagonists | Myeloid diff 2 | KOR beta-arrestin-1 | PhoP inhibition | KOR beta-arrestin-2 | Myeloid diff 2 GFP+ MAC1+ % | NOD1 inhibition | HIV peptide binding
CCOC(=O)CN(C(=O)CN1CCC(n2nnc3cc(C)ccc32)CC1)c1ccccc1 | 0% | -19% | -7% | i | 8.6% | 7% | -38% | 0.7 | 0% | 1.3%
Cc1cccnc1NC(=O)CSc1nnc(Cc2ccccc2)o1 | -3% | 10% | -1% | i | 1.2% | -6% | -16% | 0.9 | -26% | -0.9%
O=C(O)c1ccc(N=Cc2c(O)ccc3ccccc23)cc1 | -8% | 27% | 0% | i | . | -5% | -9%[20 µM] | 1.0 | -26% | -2.2%
CC1(C)Cc2nc3oc4c(N(CCO)Cc5ccccc5)ncnc4c3cc2CO1 | 1% | 12% | 35% | i | -1.4% | -2% | 39% | 0.6 | -10% | 1.7%
CCOc1cc(CNCc2cccnc2)cc(Br)c1OCC(N)=O | -11% | 5% | 4% | i | -1.2% | -1% | 4% | 0.5 | 18% | -0.1%
Cn1nc(C(=O)N2CCc3ccccc3C2)c2ccccc2c1=O | 0% | -20% | -8% | i | -7.0% | -8% | -58% | 0.4 | 30% | -2.7%
COC(=O)c1cc(Br)ccc1NC(=O)Nc1ccccc1 | -6% | 11% | 6% | i | 2.7% | 4% | -53% | 0.7 | 8% | 0.0%
COc1ccc(C(=O)NC(Cc2ccccc2)c2ccc3c(c2)OCCCO3)cc1 (stereo not given) | -4% | 9% | -1% | i | -0.6% | 4% | 13% | 8.4 | -6% | -2.0%
Cc1nnc(N/N=C/c2ccc(Br)cc2)n1N | -1% | -4% | 1% | i | 5.2% | -4% | -10%[20 µM] | 0.2 | 13% | 2.0%
COc1cc(CNCc2ccc3c(c2)OCO3)c([N+](=O)[O-])cc1OC | -10% | 3% | -5% | i | 3.0% | 7% | -16% | 0.7 | -5% | -1.8%
CC1(OC(=O)CCc2ccccc2)C(=O)C=C2C=C(c3ccc(C#N)cc3)N(Cc3ccccc3)C=C2C1=O (stereo not given) | -8% | -2% | -6% | i | 0.7% | 2% | 22% | 4.0 | 1% | 14%
COC(=O)[C@@H]1C(c2ccccc2)(c2ccccc2)[C@@]1(C)C(=O)OC | -1% | 13% | -2% | i | 6.7% | -2% | 25% | 0.5 | -4% | -2.4%
O=C(CN1CCN(Cc2ccccc2)CC1)NC(=O)NCc1ccco1 | 1% | 10% | 2% | i | -2.3% | 21% | 14% | 0.3 | 1% | 1.1%
S=C(Nc1ccc(Cl)cc1)NC1CCCCC1 | -7% | -20% | 2% | i | 4.3% | -8% | 7% | 0.1 | -5% | -0.7%
CSCCC(NC(=O)c1ccccc1Br)C(=O)N1CCC(C)CC1 (stereo not given) | -3% | 11% | 8% | i | -6.1% | -2% | 18% | 0.3 | -20% | -1.4%
CC1CCCC(NC(=O)C2CCN(S(=O)(=O)N3CCCCC3)CC2)C1C (stereo not given) | -4% | 16% | 5% | i | -3.6% | 7% | -4% | 0.1 | -23% | -0.7%
Cc1cc(C)n2nc(CC(=O)NCc3ccccc3Cl)nc2n1 | -7% | 14% | -4% | i | 5.9% | -13% | 5% | 0.0 | 27% | 0.2%
Cc1cccc(N(C(=O)c2csnn2)C(C(=O)NCc2ccccc2)c2ccncc2)c1 (stereo not given) | -7% | 13% | -2% | ? | -2.6% | 8% | -19% | . | 16% | 1.8%
CC1C[C@@]2(NC(=O)NC2=O)C(C)CN1C (stereo not given in full) | -9% | 19% | 27% | i | -5.0% | 1% | 7% | 0.7 | -8% | 0.0%
CC(=O)Nc1ccc(S(=O)(=O)N2CC(=O)NC(=O)C2)cc1 | -12% | 7% | 21% | i | -0.8% | 0% | 12% | 0.7 | -8% | 0.1%
O=S(=O)(NCCc1cn2ccccc2n1)c1ccc2c(c1)CCCC2 | -6% | 15% | 7% | i | -0.9% | 5% | -15% | 4.0 | -4% | 0.7%
COC(=O)c1cc(C)sc1NC(=O)CCCC(=O)O | -5% | 9% | 2% | i | -3.6% | 8% | 1% | 0.4 | -20% | -1.8%
COc1ccc(/C=C/c2c(-c3ccc(OC)cc3)oc3ccc(-c4ccc(OC)cc4)cc23)cc1 | -9% | 4% | 9% | i | 5.2% | 16% | -6%[20 µM] | 1.4 | -16% | 2.2%
CCOC(=O)CCCN1CC(O)=C(c2nc3ccccc3s2)C1=N | -2% | 3% | -4% | i | -3.0% | 0% | -8% | 0.7 | -36% | 0.1%
Cc1nc(N2CCN(C(=O)c3ccco3)CC2)c2c3c(sc2n1)CCC3 | -11% | 31% | -3% | i | -5.1% | 1% | -24% | 0.8 | 28% | -0.9%
CCN(CC)P(=O)(Nc1ccc([N+](=O)[O-])cc1)c1c(C)nn(CCC#N)c1NC(=O)c1ccc(Cl)cc1Cl (stereo not given) | 2% | 7% | -6% | i | -5.1% | 6% | -11% | 0.6 | 3% | 0.9%
COC(=O)CCC(=O)OC1(C)C(=O)C2=CN(CCN3CCOCC3)C(c3ccc(OC)cc3)=CC2=C(Br)C1=O (stereo not given) | -7% | 12% | 3% | . | -0.3% | 6% | 15% | . | -9% | 6.3%
CCN1C(=O)S/C(=C\c2ccc(N3CCOCC3)cc2C)C1=O | -2% | -148% | 5% | i | 2.7% | -21% | 9% | 0.4 | -120% | 0.0%
CC(=O)c1cccc(NC(=O)C(CC(C)C)NC(=O)C2CCCCC2)c1 (stereo not given) | -6% | 1% | 2% | i | 3.9% | -3% | -34% | 1.5 | -10% | 0.8%
Cc1noc(C)c1C(=O)N1CCC(CO)(Cc2ccccc2)CC1 | -5% | -18% | -2% | i | -3.0% | -3% | -6% | 0.6 | -1% | -0.5%
Cc1cc(=O)[nH]c(SCc2nc3ccccc3n2Cc2ccccc2)n1 | -5% | 15% | 1% | i | 6.7% | 2% | -26% | 1.1 | 2% | 3.0%
O=C(NCCO)C(=O)c1c(-c2ccccc2)cc2ccccn12 | -6% | -3% | -3% | i | 5.2% | 5% | 2% | 0.2 | -52% | 1.0%
CCO[C@H]1OC(C(=O)N2CCN(C)CC2)=C[C@@H](C(C)(C)C)[C@@H]1CCCO | -2% | 12% | 0% | i | 2.4% | 3% | 3% | 1.1 | -9% | 1.3%
CCCC(=O)Nc1ccc(C(=O)Nc2nnc(COC)s2)cc1 | -5% | 8% | 5% | i | 5.9% | 0% | -5% | 0.5 | 8% | -1.8%
Cc1nc2cc(NC(=O)NC3CC3)ccc2n1C | -10% | -11% | -4% | i | 3.0% | 0% | 19%[20 µM] | 0.2 | 29% | -2.1%
CN1CCN(C(=O)c2ccc3ccccc3c2)CC1 | -2% | 14% | 6% | i | -4.8% | -7% | 27% | 0.4 | -17% | -2.7%
CNC(=O)CN1C(=O)NC2(CCc3ccccc32)C1=O (stereo not given) | -10% | -3% | 1% | i | 3.3% | 0% | -52% | 1.1 | -5% | -1.3%
CN(C)c1cncc(C(=O)O)c1 | -5% | 8% | -4% | i | -1.9% | -5% | -34% | 0.1 | -23% | -0.6%
COC(=O)c1oc2ccc(Br)cc2c1NC(=O)c1ccccc1 | -1% | -2% | -4% | i | 4.9% | 6% | -95% | 1.5 | -96% | 2.5%
Cc1ccc(S(=O)(=O)N2CCNC(=O)CC2)cc1 | -8% | 9% | 14% | i | 1.3% | 1% | -14% | 0.6 | -9% | 1.1%
Cc1cc([N+](=O)[O-])cc([N+](=O)[O-])c1NCC(C)C | -5% | 2% | 3% | i | . | 5% | -30%[20 µM] | 0.2 | -32% | -0.8%
NNC(=O)COc1ccccc1[N+](=O)[O-] | -1% | -33% | 15% | i | 1.9% | 6% | -9% | 0.3 | -41% | 1.1%
Cc1[nH]c2ccccc2c1/C=N/NC(=O)CNC(=O)Cc1ccccc1 | -9% | 14% | -5% | i | -3.8% | 3% | -29% | 2.3 | 16% | -2.1%
CCOc1ccc(OCC)c(S(=O)(=O)NCCOC23CC4CC(CC(C4)C2)C3)c1 | 5% | 9% | -1% | i | 9.4% | 24% | 13% | 0.4 | -13% | 1.5%
COc1cccc(CN(C)C(=S)Nc2ccc(C)c(C)c2)c1 | -3% | -11% | -3% | i | -3.1% | -2% | 11% | 0.5 | -15% | 1.3%
Cc1ccc(Cl)cc1NS(=O)(=O)c1ccc2c(c1)NC(=O)C(C)C(=O)N2 (stereo not given) | -11% | 16% | -3% | i | -3.5% | . | 0%[20 µM] | 2.4 | 6% | 1.6%
CC(NS(=O)(=O)c1ccc2c(c1)OCCCO2)C(=O)O (stereo not given) | -6% | 14% | 1% | i | 6.3% | 2% | -17% | 0.1 | 25% | 0.3%
CC#CC(=O)N1CCC(CCC(=O)N(C)Cc2ccccc2)CC1 | -7% | -13% | 3% | i | 0.2% | 12% | -37%[20 µM] | 1.0 | -17% | -2.0%
CC1Cc2cc(/C(O)=C3/C(=O)C(=O)N(CCCn4ccnc4)C3c3ccc(F)cc3)ccc2O1 (stereo not given) | -10% | -14% | 4% | i | 7.2% | 5% | -4% | 4.9 | -14% | -1.6%
Cc1ccc(Nc2cc(C)nc3ncnn23)cc1 | -10% | 13% | -6% | i | -3.6% | 9% | -24%[20 µM] | 0.1 | -8% | -0.9%
O=C(NC1CCCCC1)N1CCN(C2CCCCC2)CC1 | -8% | -8% | 3% | i | -3.4% | 10% | 0% | 0.4 | -19% | -1.9%
CCOc1ccc(NC(=O)CN2C(=O)c3ccccc3C2=O)cc1 | -8% | 1% | 5% | i | -5.8% | 2% | -22%[20 µM] | 0.5 | -29% | 1.6%
CCn1c(=O)c2c3c(sc2n(C)c1=O)CCC3 | -7% | 10% | -3% | i | -0.3% | -5% | -28% | 1.8 | -20% | -0.5%
CCOC(=O)N1CCN(c2c(NC3CCN(Cc4ccccc4)CC3)c(=O)c2=O)CC1 | -4% | 1% | 3% | i | . | 1% | . | 2.0 | 10% | -1.3%
O=C(NCCCn1ccnc1)C(=O)Nc1ccccc1 | -8% | 1% | 0% | i | . | -2% | 4%[20 µM] | 0.2 | -23% | 0.2%
CC(C)(C)Nc1nc(OCC#N)nc(N2CCCCC2)n1 | -3% | 5% | -1% | i | -0.2% | -5% | -21% | 0.3 | -15% | -0.1%
CNC(=O)c1nc[nH]c1C(=O)NC | -3% | -11% | 9% | i | -2.6% | 6% | 31% | 1.2 | -30% | 1.3%

# Look-ups from above.
# HIV peptide binding result of CCn1c(=O)c2c3c(sc2n(C)c1=O)CCC3 is entered as -0.5%
# HIV peptide binding result of O=C(NCCCn1ccnc1)C(=O)Nc1ccccc1 is entered as 0.2%
